ASAP1 inh: ASAP1 ArfGAP inhibition. Q9ULH1. ASAP1-stimulated ARF1 GTP hydrolysis, GDP FP detection. inhibition, % at 16.5 µM. 360,000 compounds, 0.19% hits; in the data active means inhibition above about 25%;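 further: 0% = vehicle with enzyme and substrate and 100% = no enzyme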
Target sequence (Q9ULH1 325-724 limits assumed): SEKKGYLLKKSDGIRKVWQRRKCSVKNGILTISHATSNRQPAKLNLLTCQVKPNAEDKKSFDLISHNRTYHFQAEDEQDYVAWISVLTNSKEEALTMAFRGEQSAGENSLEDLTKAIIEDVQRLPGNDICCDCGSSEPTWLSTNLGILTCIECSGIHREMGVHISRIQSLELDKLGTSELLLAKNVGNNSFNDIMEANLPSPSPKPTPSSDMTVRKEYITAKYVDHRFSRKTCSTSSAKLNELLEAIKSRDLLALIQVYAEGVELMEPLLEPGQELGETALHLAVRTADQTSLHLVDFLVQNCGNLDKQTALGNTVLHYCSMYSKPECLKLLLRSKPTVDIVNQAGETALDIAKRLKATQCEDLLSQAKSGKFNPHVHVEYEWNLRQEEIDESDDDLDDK
NR1D1 modulator: modulators of human Rev-erb alpha DNA binding; P20393; Rev-erbα–FITC-DNA binding, fluorescence polarization, 90 min; activity, % at 10 µM; 370,000 compounds, 0.79% hits;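 active means activity above about 14%, limit read from the data; passing the limit was not always enough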;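 further: 0% = DMSO wells with 35 nM protein and 100% = DMSO wells with 750 nM protein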
GC-A act: GC-A (human) enzyme activation; activation, % at 10 µM; P16066; 370,000 compounds, 0.14% hits; HEK293 GC-A cells, cGMP TR-FRET, EC30 ANP; 0% at EC30 ANP, 100% saturating ANP; AID 1671463; in the data active means activation above about 40%
ARFGAP1 inh: inhibitors of rat ARFGAP1; Arfgap1-stimulated ARF1 GTP hydrolysis, GDP FP detection; Q62848; 360,000 compounds, 0.26% hits; inhibition, % at 16.5 µM;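 active means inhibition above a per-plate limit, mean inhibition of low control wells plus 3 SD, cut at about 25% in these data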;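 further: 0% = DMSO wells with enzyme and 100% = wells lacking Arfgap1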
Target sequence (Q62848 1-136 limits assumed): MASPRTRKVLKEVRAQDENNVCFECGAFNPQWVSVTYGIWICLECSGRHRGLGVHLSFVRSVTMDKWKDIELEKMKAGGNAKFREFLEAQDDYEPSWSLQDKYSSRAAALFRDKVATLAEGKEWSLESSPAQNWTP
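Assay system: purified rat His6-Arfgap1 residues 1-136 (GAP domain); Reagent: human Δ17 ARF1 bound to GTP; Dosing: 16.5 µM single point, 1.26% DMSO; Times: GTP hydrolysis reaction 2 h at 25 °C; Signal: FP, GDP Alexa 633 tracer displaced from anti-GDP antibody, 620/688 nm; Measure: % inhibition from polarization.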
rCAG binder: r(CAG) repeat RNA binding | TO-PRO-1 dye displacement fluorescence | inhibition, % at 3 µM | 370,000 compounds, 1.3% hits | AID 651821;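 active means inhibition above the plate cutoff, the mean of all test compounds on that plate plus 3 SD, cut at about 35% in these data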;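 further: 0% = DMSO alone and 100% = 100 µM mitoxantrone as full dye displacement; higher means more dye released from RNA so lower well fluorescence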
HTRA1 inh: blocks human HTRA1 serine peptidase. Q92743. recombinant HTRA1, FP-rhodamine activity-based probe, fluorescence polarization. inhibition, % at 5.96 µM. 340,000 compounds, 0.5% hits. AID 504803; in the data active means inhibition above about 36%;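 further: 0% = enzyme with DMSO and 100% = wells lacking enzyme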
Target sequence (Q92743 whole entry, looked up): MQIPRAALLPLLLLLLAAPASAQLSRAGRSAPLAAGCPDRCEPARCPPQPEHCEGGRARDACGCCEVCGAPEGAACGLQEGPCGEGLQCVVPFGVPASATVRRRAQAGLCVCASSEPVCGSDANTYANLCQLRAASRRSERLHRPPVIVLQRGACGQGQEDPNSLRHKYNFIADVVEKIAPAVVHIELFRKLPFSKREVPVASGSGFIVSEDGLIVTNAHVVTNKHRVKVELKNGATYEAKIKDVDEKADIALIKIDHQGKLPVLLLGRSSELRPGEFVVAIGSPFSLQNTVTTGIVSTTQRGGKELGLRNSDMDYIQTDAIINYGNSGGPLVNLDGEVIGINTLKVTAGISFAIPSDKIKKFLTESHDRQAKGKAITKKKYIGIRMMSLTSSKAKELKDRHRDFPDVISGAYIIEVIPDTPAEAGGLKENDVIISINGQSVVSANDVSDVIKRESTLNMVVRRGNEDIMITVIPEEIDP
SMARCA2 activ: SMARCA2 function activation, primary screen. 370,000 compounds, 1% hits. activation, % at 9.1 µM. MG213 cells, MMTV-luciferase reporter, dexamethasone, overnight; in the data active means activation above about 7.8%;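 further: 0% = vehicle wells and 100% = reference activator wells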
GC-B act: GC-B (human) receptor activation. AID 1920062. activation, % at 10 µM. P20594. 370,000 compounds, 0.11% hits. HEK293-GC-B cells, CNP EC30, cGMP TR-FRET; 0% at EC30 CNP, 100% saturating CNP;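 active means activation at 10 µM reaching about 35% in either raw or pattern-adjusted values, limit read from the data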
mABHD4 FP: ABHD4 (mouse) inhibition, primary FP screen; AID 720543; Q8VD66; purified mABHD4, FP-Rh probe fluorescence polarization; 370,000 compounds, 0.54% hits; inhibition, % at 8.92 µM;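 active means inhibition exceeding the mean over every tested compound plus 3 SD, cut at about 30% in these data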;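 further: 0% = plate median of compound wells and 100% = S159A mutant with DMSO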
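assay system = mABHD4 protein | compound dosing = single nominal dose of 8.92 µM, 0.89% DMSO final | read-out basis = percent inhibition of probe binding, normalized to plate controls | schedule = Enzyme–compound pre-incubation 45 min, then probe 60 min, both 25 °C | detection = fluorescence polarization, excitation 525 nm, emission 598 nm, BODIPY TMR filters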
PG9 binder: binds the HIV-1 gp120 antibody PG9 | TR-FRET gp120-PG9 antibody binding | inhibition, % at 6.7 µM | 360,000 compounds, 0.43% hits; in the data active means inhibition above about 8.5%
* = called active by the depositor; nt = no result given; & = joins results of further samples.

SMILES	ASAP1 inh	NR1D1 modulator	GC-A act	ARFGAP1 inh	rCAG binder	HTRA1 inh	SMARCA2 activ	GC-B act	mABHD4 FP	PG9 binder
O=C(O)C1CCCCC1C(=O)NCc1ccncc1 (stereo unspecified)	-13	6	0	-4	-1	-4	-2	-10	-14	-0.1
O=C(c1c(F)cccc1F)N1CCN=C1SCc1ccccc1	-5	1	-2	-8	-6	-3	-1	1	10	0.3
Cc1nc2ncnn2c(C)c1CCC(=O)NC(C)c1ccc2c(c1)OCCO2 (stereo unspecified)	-6	-3	1	-3	1	1	-2	5	-3	-0.6
Cc1ccc(S(=O)(=O)NC(=S)c2ccccc2)cc1	4	4	1	3	6	5	-5	2	0	-1.4
Cc1ccc(NC(=S)Nc2ccc(S(=O)(=O)Nc3ncccn3)cc2)c(C)c1	-8	-2	2	7	2	4	0	-2	0	0.3
CCCCc1nc(NCc2ccccc2)c(C#N)c2c1CCCC2	8	-2	-1	-8	-1	0	-3	-4	-5	1.9
COc1ccc(C(=O)NCC(=O)N2CCN(c3ncccn3)CC2)cc1OC	-14	3	0	-6	-1	2	8.0*	-4	1	-3.0
COCc1[nH]nc2c1C(c1ccc3c(c1)OCO3)N(c1ccc(OC)cc1)C2=O (stereo unspecified)	0	1	-19	2	4	nt	-7	-20	-3	0.2
CC(=O)NC(CC(=O)Nc1cccc(S(=O)(=O)N2CCCCC2)c1)c1ccccc1 (stereo unspecified)	0	-1	9	8	2	-5	-2	3	1	-1.1
COc1cc2nc(CN3CCN(S(=O)(=O)c4ccc(Br)cc4)CC3)[nH]c(=O)c2cc1OC	-8	1	-2	-3	8	-9	0	-8	3	-2.6
CS(=O)(=O)c1ccc(SCC(=O)NC2CCS(=O)(=O)C2)c([N+](=O)[O-])c1 (stereo unspecified)	-2	-1	1	5	6	5	0	1	-1	-3.9
Cc1csc(SC(C)C(=O)NCC(=O)Nc2ccc(F)c(F)c2F)n1 (stereo unspecified)	6	4	-4	2	-6	3	0	7	6	0.2
CCOC(=O)N1CCN(C(=O)CCNS(=O)(=O)c2ccccc2)CC1	2	6	4	-2	-2	3	0	5	5	-0.7
O=C(CCNC(=O)OCc1ccccc1)NC1CCCCC1	3	1	4	8	0	0	-2	6	-3	-1.8
CCCN1CCN(CCCNC(=S)Nc2ccc(F)cc2)CC1	8	-2	1	-1	-2	5	-4	1	0	1.6
O=C(O)C1(c2ccccc2)CCN(S(=O)(=O)c2ccc(Cl)s2)CC1	-16	2	3	9	7	3	-2	0	3	-0.5
CC(=O)NC1(C(F)(F)F)N=C2SCCN2C1=O (stereo unspecified)	2	-3	2	6	1	0	5	2	-10	2.7
CC(=O)NC(CCS(C)(=O)=O)C(=O)Nc1ccc2c(c1)OCO2 (stereo unspecified)	6	-6	2	13	2	5	0	0	7	5.5
CC(NC(=O)COC(=O)CCN1C(=O)C2CC=CCC2C1=O)c1ccc(Br)cc1 (stereo unspecified)	1	-5	-5	-10	1	0	0	-1	1	-2.6
CCN(CC)c1ccc(NC(=O)c2cccc(OC)c2)c(C)c1	9	2	-4	7	-5	2	5	-3	-3	-7.3
COc1ccccc1CNC(=O)C1Cc2cc(S(=O)(=O)N3CCCCC3)ccc2N1C(C)=O (stereo unspecified)	5	0	0	-2	0	0	3	0	0	-2.3
CS(=O)(=O)N1CCN(c2ccc([N+](=O)[O-])c(NCc3cccnc3)c2)CC1	-3	4	-2	12	1	1	2	-6	-5	-0.9
Cc1ccc(C)c2c1cc(C)c1nnc(SCC(=O)c3cccs3)n12	-2	1	-8	-9	0	-1	-1	-6	4	-2.1
CNC(=O)C1CC(=O)N(c2ccc(OCC(=O)Nc3ccccc3C)cc2)C1 (stereo unspecified)	-7	7	3	13	-2	-5	1	-2	2	0.3
CC(=O)c1ccc(NC(=S)NCc2cccnc2)cc1	7	-1	-2	2	1	7	0	8	-4	-1.2
(next part)
SMILES	ASAP1 inh	NR1D1 modulator	GC-A act	ARFGAP1 inh	rCAG binder	HTRA1 inh	SMARCA2 activ	GC-B act	mABHD4 FP	PG9 binder
Cn1c(=O)[nH]c(=O)c2c1nc(CN1CCN(c3ccc(F)cc3)CC1)n2CCCc1ccccc1	4	-9	0	-6	-1	-3	0	6	-5	4.2
COc1ccc(NC(=O)Cn2cnc3ccccc3c2=O)cc1OC	-10	-4	2	8	-2	4	-2	-1	7	1.4
Cc1ccc(CN2CCC(c3cc(-c4ccc(Cl)cc4)n[nH]3)CC2)cc1	9	1	2	6	-9	-44	-4	-6	9	-2.0
NCCCCCC(=O)O	-8	-4&-4	4	3	3	7	-1	0	11	1.5
CC1CCC(NC(=O)CCNS(=O)(=O)c2ccccc2)CC1 (stereo unspecified)	1	-3	1	-11	-3	-4	3	-1	4	-0.7
Cc1ccc(-n2nnnc2SCCNS(=O)(=O)c2ccccc2)cc1C	-7	0	-2	-2	-2	-28	-3	9	-9	1.0
O=C(C(=O)N1CCC(Cc2ccccc2)CC1)c1cccs1	11	2	-3	1	1	nt	-2	-1	-18	-0.9
Cn1cc(S(=O)(=O)N2CCOCC2)cc1C(=O)Nc1ccc(Cl)cc1	1	3	-5	-12	4	-7	-3	-1	-7	-1.5
Cc1ccc2c(c1Br)/C(=N/N1C(=O)c3ccccc3C1=O)C(=O)N2	-1	-1	-2	8	20	0	1	-5	-2	-0.3
O=C(CCSc1ccccc1)OCn1nnc2ccccc2c1=O	-3	3	4	-5	-5	3	2	4	-2	-2.7
CCn1cc(C(=O)N[C@H](C(=O)NCCN2CCOCC2)C(C)C)c(=O)c2cc3c(cc21)OCO3	-8	3	1	-6	-3	-1	-2	4	5	0.9
Cc1ccccc1NC(=O)C(C)O/N=C/c1cccc([N+](=O)[O-])c1 (stereo unspecified)	13	-2	-2	15	-2	-7	0	-5	1	-2.3
CC1CC(C)CN(C(=O)c2ccc(C#N)cc2)C1 (stereo unspecified)	-1	-1	0	11	-1	2	2	3	0	-2.3
Oc1ccc(-c2csc(NCc3ccco3)n2)cc1	-1	0	-2	-1	5	10	4	1	5	-1.5
COc1ccc(N2CC(C(=O)Nc3cccc(OC(C)C)c3)CC2=O)cc1 (stereo unspecified)	-11	-3	-5	-15	-2	-4	0	-3	2	-0.8
COc1ccc(-n2nc(C(=O)O)nc2-c2ccccc2)cc1	2	-2	0	-3	0	7	1	8	2	0.5
O=S(=O)(NCC1CC1)c1cc(Cl)cc(Cl)c1	-3	1	0	-2	0	-9	-2	-7	4	2.2
COc1cc2c(c(OC)c1OC)-c1ccc(OC)c(=O)cc1C(NC(C)=O)CC2 (stereo unspecified)	-10	-1	1	-19	4	-4	3	2	-5	-2.2
C=CCNc1nc(NCCN2CCOCC2)nc(OC)n1	-2	0	4	-4	1	-6	-2	3	4	1.5
Cc1ccc(C2C3CSCC=C3C(C#N)=C(N)C2(C#N)C#N)cc1 (stereo unspecified)	1	3	-11	7	14	-11	-2	7	10	-0.8
O=C(CSc1nc(-c2ccccc2)cs1)Nc1cccc([N+](=O)[O-])c1	12	-1	-2	6	16	-45	-4	-10	-47	-0.9
O=C(NC(=Nc1nc2ccccc2o1)NC(=O)c1ccccc1)c1ccccc1	-8	2	1	-9	2	-5	-2	-1	1	-0.7
CCOC(=O)C(C)n1cnc2c(nnn2-c2ccc(C)cc2)c1=O (stereo unspecified)	1	1	2	2	-2	6	0	3	-4	-1.0
CCN(CC)CCNC(=O)c1cccc(NC(=O)C(=O)c2ccccc2NC(C)=O)c1	14	0	1	3	-2	-1	-4	6	-2	0.6
CCOc1cc(N2CCOCC2)c(OCC)cc1NC(=O)Cn1nc(C)c([N+](=O)[O-])c1C	-2	3	5	-5	0	6	-3	6	-4	-0.1

Some of the entries so far, as a markdown table:
| Compound | ASAP1 inh | NR1D1 modulator | GC-A act | ARFGAP1 inh | rCAG binder | HTRA1 inh | SMARCA2 activ | GC-B act | mABHD4 FP | PG9 binder |
| --- | --- | --- | --- | --- | --- | --- | --- | --- | --- | --- |
| CCn1cc(C(=O)N[C@H](C(=O)NCCN2CCOCC2)C(C)C)c(=O)c2cc3c(cc21)OCO3 | -8 | 3 | 1 | -6 | -3 | -1 | -2 | 4 | 5 | 0.9 |
| Cc1ccccc1NC(=O)C(C)O/N=C/c1cccc([N+](=O)[O-])c1 (stereo unspecified) | 13 | -2 | -2 | 15 | -2 | -7 | 0 | -5 | 1 | -2.3 |
| CC1CC(C)CN(C(=O)c2ccc(C#N)cc2)C1 (stereo unspecified) | -1 | -1 | 0 | 11 | -1 | 2 | 2 | 3 | 0 | -2.3 |
| Oc1ccc(-c2csc(NCc3ccco3)n2)cc1 | -1 | 0 | -2 | -1 | 5 | 10 | 4 | 1 | 5 | -1.5 |

Next records follow.
SMILES	ASAP1 inh	NR1D1 modulator	GC-A act	ARFGAP1 inh	rCAG binder	HTRA1 inh	SMARCA2 activ	GC-B act	mABHD4 FP	PG9 binder
O=S(=O)(NN1CCOCC1)c1ccc(Cl)s1	-8	-1	-3	0	2	-3	-2	7	-2	0.6
O=c1nc(-c2ccccc2)c2cc(Br)ccc2[nH]1	1	6	-8	-2	3	-3	1	-16	0	0.3
NC(=O)c1c(NC(=O)CSc2nnc(Cc3ccccc3)n2Cc2ccco2)sc2c1CCC2	9	-3	-15	-14	4	1	-2	-9	1	0.4
COc1ccc(S(=O)(=O)N2CCOC23CCN(C(=O)c2c(F)cccc2Cl)CC3)cc1	6	1	-2	14	-1	-3	3	-2	-1	-1.0
CCc1ccc(NC(=O)c2sccc2-n2cccc2)cc1	-4	-3	-3	-6	0	-40	2	-9	-7	-0.7
Cc1ccc(C(=O)NCC(=O)OCC(=O)N(CC(C)C)c2c(N)n(Cc3ccccc3)c(=O)[nH]c2=O)s1	6	3	3	4	3	-2	-1	0	4	1.2
O=S(=O)(c1cccs1)N1CN(Cc2cccs2)c2nc3ccccc3nc21	13	3	0	11	6	6	2	0	-6	1.1
Cc1ccc(N=C(NO)c2nonc2N)c(C)c1	-2	3	4	1	4	3	1	4	-1	-0.2
Cc1ccc(NS(=O)(=O)c2cccc(C(=O)OCC(=O)NCc3ccco3)c2)cc1	7	-6	4	-2	12	-18	1	2	-5	1.0
COC(=O)c1[nH]cnc1C(=O)c1ccccc1	-4	-3	-2	-9	1	-3	1	3	2	-0.1
CC(C)OC(=O)/C(C#N)=C/c1cn(C)c2ccccc12	5	2	-8	12	-2	-14	0	1	-1	2.7
O=C(Cc1cccs1)Nc1ccc(F)c(S(=O)(=O)N2CCOCC2)c1	-3	0	2	4	5	-4	-1	-3	-5	-1.6
Cc1nnsc1C(=O)N1CCCC(C(=O)c2ccc(C(F)(F)F)cc2)C1 (stereo unspecified)	8	0	-1	-5	-2	2	-1	-2	5	-2.4
Cc1ccc(S(=O)(=O)N2C[C@H]3N(C(=O)OC(C)C)N(C(=O)OC(C)C)C[C@H](OC(=O)Nc4cccs4)[C@@]3(O)C2)cc1	7	7	-3	-1	3	-11	2	-1	5	-2.0
Cc1ccc(NC(=O)Cn2nnc(-c3ccncc3)n2)cc1C	nt	1	-2	nt	1	nt	-4	-10	8	nt
COc1ccc(N2C(=O)[C@@H]3Cc4ccccc4CN3C2=O)cc1	7	1	0	4	-1	3	1	0	-2	1.4
CCCc1c(-c2cccc(Br)c2)ncn1Cc1ccccc1OC	-3	7	-12	13	-1	nt	-7	-3	0	-0.1
